miR-122 sensor: blocks miR-122 activity in Huh7 sensor cells | 340,000 tested, 0.3% active | Huh7 miR-122 Renilla luciferase sensor, 48 h; neutral wells = 0, positive control = 100 | AID 602342 | activation (reporter increase), % at 12.5 µM;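 active means mean replicate activation score at least 90 and every replicate individually at or above 90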;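 further: higher luciferase means less miR-122 activity so hits act as miR-122 inhibitors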
Starred values were filed as active, the others as inactive. Only part of the results is shown. The share of hits here may be higher or lower than overall.

Results for CCCCCc1nc2sc3c(c2c(=O)n1N)CCC3 ?
miR-122 sensor: -7

What do the screens show for `O=C(c1cccs1)N1CCc2c([nH]c3ccccc23)C1c1ccc(Cl)cc1` (configuration not stated)?
miR-122 sensor: 16

Results for CCOC(=O)C1=C(c2ccccc2)NC(SCC)=C(C#N)C1c1cccnc1 (configuration not stated) ?
miR-122 sensor: -2

How did O=C(NC1CCCCC1)c1ccccc1NC(=S)NC(=O)C1CC1 do in these assays?
miR-122 sensor: 1

What do the screens show for `c1ccc(OCCN2C3=NCCN3c3ccccc32)cc1`?
miR-122 sensor: -1

Results for C(=C\c1ccccc1)/C=N/Nc1nc(N2CCCCC2)nc(N2CCCCC2)n1 ?
miR-122 sensor: -2

What do the screens show for `CN(C)CCNC(=O)Nc1ccc(Cl)c(Cl)c1`?
miR-122 sensor: -2

Results for CCC(=O)NS(=O)(=O)c1cccnc1Nc1ccc(Cl)cc1 ?
miR-122 sensor: -5

Results for O=C(CSc1nnnn1-c1ccc(O)cc1)Nc1cccc(S(=O)(=O)N2CCCC2)c1 ?
miR-122 sensor: -6

How did Cc1ccccc1-n1c(SCC(=O)c2cc(C)n(C)c2C)nnc1-c1ccncc1 do in these assays?
miR-122 sensor: -4

What do the screens show for `O=C(N1CCOCC1)C12CC3CC(C1)CC(c1ccccc1)(C3)C2`?
miR-122 sensor: -17

How did CCCCOC(=O)NCN1C(=O)C2C3C=CC(C3)C2C1=O (configuration not stated) do in these assays?
miR-122 sensor: 3

What do the screens show for `O=C(Nc1ccc2oc(-c3ccncc3)nc2c1)c1c(F)c(F)c(F)c(F)c1F`?
miR-122 sensor: -4

Results for CCOc1ccc(N2C(=O)CC(N(O)c3ccccc3)C2=O)cc1 (configuration not stated) ?
miR-122 sensor: -10

What do the screens show for `O=C(Nc1ccccc1C(=O)O)c1cccc(F)c1`?
miR-122 sensor: 2

Results for O=C(COC(=O)c1ccccc1Nc1ccccc1)c1ccccc1 ?
miR-122 sensor: 4

Results for Cc1cc(NC(=O)CSc2nnc(C3COc4ccccc4O3)o2)no1 (configuration not stated) ?
miR-122 sensor: -8

How did COc1cccc(NC(=O)C(NCC2CCCCC2)c2ccccc2)c1 (configuration not stated) do in these assays?
miR-122 sensor: 5

What do the screens show for `Cc1ccc(N2C(=O)CC(N(O)C3CC(=O)N(c4ccc(C)cc4)C3=O)C2=O)cc1` (configuration not stated)?
miR-122 sensor: 3

Results for CN1CCN(S(=O)(=O)c2ccc(NC(=O)Nc3cccc(Cl)c3)cc2)CC1 ?
miR-122 sensor: 4

How did O=C(O)CCCCCNC(=O)c1cccc(Br)c1 do in these assays?
miR-122 sensor: 0

How did O=C(COc1ccc(Br)cc1)Nc1ccc(-c2nnc(-c3ccco3)o2)cc1 do in these assays?
miR-122 sensor: 11

Results for CCOc1ccc2nc(SCc3ccc(C(=O)OC)o3)[nH]c2c1 ?
miR-122 sensor: 1

Results for Cc1cc(C)cc(N(C(C)C(=O)Nc2c(C)n(C)n(-c3ccccc3)c2=O)S(C)(=O)=O)c1 (configuration not stated) ?
miR-122 sensor: -2

What do the screens show for `Cc1ccsc1/C=N/n1c(-c2ccncc2)n[nH]c1=S`?
miR-122 sensor: 0

How did Cc1csc(NC(=O)CSCC(=O)Nc2ccccc2)n1 do in these assays?
miR-122 sensor: 7

Results for N#CNC(N)=Nc1cccc(Cl)c1 ?
miR-122 sensor: 13

How did CCOC(=O)CCCCC(=O)c1[nH]c(=O)[nH]c1CSc1nnc2c3ccccc3n(C(C)C)c2n1 do in these assays?
miR-122 sensor: 0

How did CC(=O)Nc1ccccc1OCC(=O)c1cc(C)n(Cc2cccs2)c1C do in these assays?
miR-122 sensor: -9

Results for Cc1cc(C)n(-c2c(F)c(F)c(CN3CCCCC3)c(F)c2F)n1 ?
miR-122 sensor: -7

Results for O=C(CCN1C(=O)/C(=C/c2ccc(F)cc2)SC1=S)NNC(=O)c1cccnc1 ?
miR-122 sensor: -3

What do the screens show for `COc1ccc(-c2nc(SC)n(C(=O)c3ccco3)n2)cc1`?
miR-122 sensor: -2

How did COCCNC(=O)CSc1nc2c(n1-c1ccccc1)CCCC2 do in these assays?
miR-122 sensor: -4

Results for CC(=O)NC(CCS(C)(=O)=O)C(=O)Nc1ccc(F)cc1Cl (configuration not stated) ?
miR-122 sensor: 2

How did COc1ccc(-c2nnc(OCc3nc4ccccc4n3C)c3ccccc23)cc1 do in these assays?
miR-122 sensor: 5

Results for C=CCn1c(SCC(=O)NCCOC)nc2scc(-c3ccco3)c2c1=O ?
miR-122 sensor: 1

What do the screens show for `CCOC(=O)c1cc(-c2ccc(OC)cc2)nc2c1c(C)nn2CCC#N`?
miR-122 sensor: 6

Results for CCCc1cc(-c2nc(N)ncc2-c2ccc3c(c2)OCCCO3)c(O)cc1OC ?
miR-122 sensor: -7

Results for Cc1cc(C)n2nc(C(=O)Nc3cccnc3)nc2n1 ?
miR-122 sensor: -2

What do the screens show for `CCCn1c2c(c(O)c(C(=O)Nc3nccs3)c1=O)CCCC2`?
miR-122 sensor: 4

What do the screens show for `c1ccc2ncc(-n3cnnn3)cc2c1`?
miR-122 sensor: -28

What do the screens show for `Cc1ccc(OCCSc2nnc(-c3cccs3)n2C)cc1`?
miR-122 sensor: -1

Results for CC(C)(C)C1CCC(OC(=O)CN2CCOCC2)CC1 (configuration not stated) ?
miR-122 sensor: 3

How did O=C(Nc1cc(C(F)(F)F)cc(C(F)(F)F)c1)c1ccc(Cn2cc(C(F)(F)F)ccc2=O)cc1 do in these assays?
miR-122 sensor: -3

What do the screens show for `COc1ccc(OCc2nnc(SCC(=O)N3CCCc4ccccc43)n2-c2ccc(C)cc2)cc1`?
miR-122 sensor: 70

Results for CC(C)(C)c1ccc(C(=O)Nc2nonc2-c2nc3ccccc3[nH]2)cc1 ?
miR-122 sensor: 0

How did Cn1c(C(O)c2ccccc2F)nc(Cl)c1Cl (configuration not stated) do in these assays?
miR-122 sensor: 0

How did Cc1ccc(NC2=Nc3ccccc3CC2)cc1 do in these assays?
miR-122 sensor: -3

Results for CC(=C/c1ccccc1)/C=C1/SC(N2CCOCC2)=NC1=O ?
miR-122 sensor: 2

What do the screens show for `O=C(NCc1ccc2c(c1)OCO2)c1ccc2c(c1)C(=O)N(Cc1cccnc1)C2=O`?
miR-122 sensor: -8

Results for O=C(Cc1ccccc1)Nc1ccc(NC(=O)c2ccco2)nc1 ?
miR-122 sensor: -2

How did CC1=C(C(=O)OCCCBr)C(c2ccc3c(c2)OCO3)NC(=O)N1 (configuration not stated) do in these assays?
miR-122 sensor: 2

Results for CSc1nsc(SCC(=O)Nc2cccc(C(C)=O)c2)n1 ?
miR-122 sensor: 1

What do the screens show for `CCOc1ccc(N/C=C/C(=O)c2ccc(C)cc2)c([N+](=O)[O-])c1`?
miR-122 sensor: 2

How did COc1ccc2c(c1)CCCC21NC(=O)N(CC(N)=O)C1=O (configuration not stated) do in these assays?
miR-122 sensor: -4

What do the screens show for `C=CCn1c(Cn2nnc3ccccc32)nnc1SCC(=O)N/N=C/c1cc(Br)cc(OC)c1O`?
miR-122 sensor: 1

Results for COc1ccc(NC(=O)CC2SC(=Nc3ccccc3)NC2=O)cc1 (configuration not stated) ?
miR-122 sensor: 14

Results for CCn1nnnc1SCC(=O)c1ccc2c(c1)OCCO2 ?
miR-122 sensor: 0

How did CC(C)Oc1ccc(C(CC(=O)O)NC(=O)C2CCCCC2)cc1 (configuration not stated) do in these assays?
miR-122 sensor: 5

Results for Cc1ccc(/C=N/N2CCN(Cc3cccc4ccccc34)CC2)o1 ?
miR-122 sensor: 3

What do the screens show for `O=C1N=C(N2CCCCC2)SC1=C1CCCCC1`?
miR-122 sensor: -3

What do the screens show for `Cc1cc(C)c2cc(CN(CC3CCCO3)S(=O)(=O)c3ccc4c(c3)OCCO4)c(=O)[nH]c2c1` (configuration not stated)?
miR-122 sensor: 11

How did CCOc1ccc(-c2nnn(CC(=O)NCc3ccco3)n2)cc1OCC do in these assays?
miR-122 sensor: 2

Results for CN(C)C(CNC(=O)c1cccnc1Sc1ccccc1)c1ccco1 (configuration not stated) ?
miR-122 sensor: -3

Results for COc1ccc2c(C)cc(N3CCOCC3)nc2c1 ?
miR-122 sensor: -5

What do the screens show for `CC(C)CNC(=O)NC(=O)COC(=O)c1ccccc1Sc1ccc(C(F)(F)F)cc1[N+](=O)[O-]`?
miR-122 sensor: -4

Results for Cc1[nH]c(=O)c(C#N)c2c1CCCC2 ?
miR-122 sensor: -14

How did C#CCOC(=O)c1ccccc1C(=O)n1nnc2ccccc21 do in these assays?
miR-122 sensor: -6

How did O=C(Cc1cccc2ccccc12)NNC(=O)c1cccs1 do in these assays?
miR-122 sensor: 4

Results for Cc1[nH]n(-c2ccc([N+](=O)[O-])cc2)c(=O)c1C=NCCN1CCN(C(=O)c2cccc(F)c2)CC1 ?
miR-122 sensor: -4

What do the screens show for `COc1ccc(-c2nc(-c3cccs3)c(-c3cccs3)[nH]2)cc1O`?
miR-122 sensor: 8

How did CCOc1cc(CNCCc2ccc(S(N)(=O)=O)cc2)ccc1OCc1ccc(Cl)cc1 do in these assays?
miR-122 sensor: -19

How did Cc1ccc(C(=O)N2CCN(c3ccccc3)CC2)cc1S(=O)(=O)N1CCCC1 do in these assays?
miR-122 sensor: 17

How did Cn1c(SCc2c(F)cccc2Cl)nnc1-c1cccs1 do in these assays?
miR-122 sensor: 18

Results for CN(C(=O)CSc1nnc(Cc2cccc3ccccc23)n1N)C1CCS(=O)(=O)C1 (configuration not stated) ?
miR-122 sensor: -3

How did c1ccc(-c2cc(-c3nnc4sc(-c5ccccn5)nn34)[nH]n2)cc1 do in these assays?
miR-122 sensor: -2

What do the screens show for `CC12CC3CC(C)(C1)CC(C(=O)NC1=NCCS1)(C3)C2`?
miR-122 sensor: 3

How did CCOc1ccc(-c2noc(COC)n2)cc1OC do in these assays?
miR-122 sensor: 0

Results for O=S(=O)(c1ccc2c(c1)OCCO2)N1CCN(c2cccc(Cl)c2)CC1 ?
miR-122 sensor: -4

How did COCCNC(=O)NC(=O)COC(=O)C12CC3CC(CC(NC(C)=O)(C3)C1)C2 do in these assays?
miR-122 sensor: -9

Results for CC(C)C(=O)Nc1cccc(C(=O)N2CCCCC2C)c1 (configuration not stated) ?
miR-122 sensor: 7

How did CCc1ccccc1NC(=O)Cn1nnc(-c2cccs2)n1 do in these assays?
miR-122 sensor: 6

What do the screens show for `C=CC[C@H](CC(=O)N[C@H](CO)Cc1ccccc1)C(=O)N[C@H](COC(=O)[C@@H](CC=C)Cc1ccc(F)cc1)Cc1c[nH]c2ccccc12`?
miR-122 sensor: 0

Results for COCCCN1C(=O)C(=O)/C(=C(/O)c2ccccc2)C1c1ccc2c(c1)OCO2 (configuration not stated) ?
miR-122 sensor: 7

How did COc1cc(S(=O)(=O)N(Cc2ccc(C)cc2)Cc2ccco2)ccc1-n1cnnn1 do in these assays?
miR-122 sensor: 52

Results for CCCc1cc(C(=O)N2CCN(S(=O)(=O)c3ccc(OC)c(OC)c3)CC2)cs1 ?
miR-122 sensor: -2

Results for COc1cc(Cl)c(C)cc1NC(=O)COC(=O)C(NS(=O)(=O)c1ccc(Cl)cc1)C(C)O (configuration not stated) ?
miR-122 sensor: 2

What do the screens show for `FC(F)(F)c1cccc(NC(=S)NCC2COc3ccccc3O2)c1` (configuration not stated)?
miR-122 sensor: -3

What do the screens show for `COc1cc(C)c(Br)cc1S(=O)(=O)N1CCOCC1`?
miR-122 sensor: -1

How did O=C(Oc1c(Br)cc(C(=S)N2CCOCC2)cc1Br)c1ccc(Cl)cc1 do in these assays?
miR-122 sensor: -3

How did O=C(c1csc2c1CCCC2)N1CCN(c2ccc(F)cc2)CC1 do in these assays?
miR-122 sensor: 6

What do the screens show for `COC(=O)c1ccc(CSc2nnc(Nc3ccc(OC)cc3)s2)o1`?
miR-122 sensor: -8

How did O=C(Nc1cnn(Cc2ccccc2)c1)c1cc2nc(-c3ccco3)cc(C(F)(F)F)n2n1 do in these assays?
miR-122 sensor: -4

How did c1ccc(-c2nc(CSc3nnc(-c4cccs4)o3)cs2)cc1 do in these assays?
miR-122 sensor: 1

Results for Cc1cccc(C(=O)Nc2cccc(-c3cnc4ccccc4n3)c2)c1 ?
miR-122 sensor: -3

Results for Cc1ccc(-c2cc(-c3ccccc3)no2)c(O)c1 ?
miR-122 sensor: -2

What do the screens show for `CCCC1C(c2ccco2)NC(c2ccco2)CC1(C)O` (configuration not stated)?
miR-122 sensor: -6

What do the screens show for `CCN1CCCC1Cn1cnc2c([nH]c3ccc(Cl)cc32)c1=O` (configuration not stated)?
miR-122 sensor: -2

What do the screens show for `CCCCC1(C)OC(=O)C(=Cc2ccc(N(C)C)cc2)C(=O)O1` (configuration not stated)?
miR-122 sensor: -6

In the list so far, these contain a thiophene ring, fused or not:
Results for CCCCCc1nc2sc3c(c2c(=O)n1N)CCC3 ?
miR-122 sensor: -7

What do the screens show for `O=C(c1cccs1)N1CCc2c([nH]c3ccccc23)C1c1ccc(Cl)cc1` (configuration not stated)?
miR-122 sensor: 16

What do the screens show for `Cc1ccsc1/C=N/n1c(-c2ccncc2)n[nH]c1=S`?
miR-122 sensor: 0

How did CC(=O)Nc1ccccc1OCC(=O)c1cc(C)n(Cc2cccs2)c1C do in these assays?
miR-122 sensor: -9

Results for C=CCn1c(SCC(=O)NCCOC)nc2scc(-c3ccco3)c2c1=O ?
miR-122 sensor: 1

What do the screens show for `Cc1ccc(OCCSc2nnc(-c3cccs3)n2C)cc1`?
miR-122 sensor: -1

How did O=C(Cc1cccc2ccccc12)NNC(=O)c1cccs1 do in these assays?
miR-122 sensor: 4

What do the screens show for `COc1ccc(-c2nc(-c3cccs3)c(-c3cccs3)[nH]2)cc1O`?
miR-122 sensor: 8

How did Cn1c(SCc2c(F)cccc2Cl)nnc1-c1cccs1 do in these assays?
miR-122 sensor: 18

How did CCc1ccccc1NC(=O)Cn1nnc(-c2cccs2)n1 do in these assays?
miR-122 sensor: 6

Results for CCCc1cc(C(=O)N2CCN(S(=O)(=O)c3ccc(OC)c(OC)c3)CC2)cs1 ?
miR-122 sensor: -2

How did O=C(c1csc2c1CCCC2)N1CCN(c2ccc(F)cc2)CC1 do in these assays?
miR-122 sensor: 6

How did c1ccc(-c2nc(CSc3nnc(-c4cccs4)o3)cs2)cc1 do in these assays?
miR-122 sensor: 1

Compound activity: PubChem, Broad Institute
